Screens (PubChem BioAssay)
PrPC surface inh: inhibitors of human cell surface prion protein PrPC. P04156. TR-FRET read-out. inhibition, % at 13.8 µM. hit rate 0.43% among 370,000. AID 720596; in the data active = inhibition above about 24%; also: 0% = median of the test wells and 100% = reference compound wells
BoNT A protease: inhibitors of Botulinum neurotoxin A light chain protease; multiplex microsphere protease substrate cleavage, flow cytometry; inhibition, % at 10 µM; hit rate 0.17% among 360,000; in the data active = inhibition above about 30%; inconclusive = no clear call, values can overlap the other calls; also: plate controls were buffer without enzyme for full effect and enzyme alone for no effect
FadD28 FP inh: M. tuberculosis FadD28 bisubstrate binding inhibition | FadD28 bisubstrate probe binding, fluorescence polarization | inhibition, % at 12.5 µM | hit rate 0.22% among 360,000 | AID 588549; in the data active = inhibition above about 8.5%, passing the limit was not always enough; inconclusive = no clear call, values can overlap the other calls
UGM FP inh: Mtb UDP-galactopyranose mutase inhibition | P9WIQ1 | purified UGM, fluorescence polarization probe displacement | inhibition, % at 10 µM | hit rate 0.06% among 320,000 | AID 504406; in the data active = inhibition above about 10%, passing the limit was not always enough; inconclusive = no clear call, values can overlap the other calls
Target sequence (P9WIQ1 whole entry, looked up): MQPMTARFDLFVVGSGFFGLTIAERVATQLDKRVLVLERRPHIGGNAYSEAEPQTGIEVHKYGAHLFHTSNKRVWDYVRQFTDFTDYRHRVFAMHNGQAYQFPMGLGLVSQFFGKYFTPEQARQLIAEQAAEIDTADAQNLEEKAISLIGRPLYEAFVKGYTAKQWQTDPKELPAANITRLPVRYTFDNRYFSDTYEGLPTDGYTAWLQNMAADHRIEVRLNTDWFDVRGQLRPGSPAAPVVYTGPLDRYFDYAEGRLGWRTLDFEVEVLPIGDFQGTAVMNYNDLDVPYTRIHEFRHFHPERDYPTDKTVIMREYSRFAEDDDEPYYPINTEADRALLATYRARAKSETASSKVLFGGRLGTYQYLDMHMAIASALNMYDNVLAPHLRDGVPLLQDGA
CCHFV vOTU inh: blocks the CCHF virus ovarian tumor domain protease. CCHFV vOTU protease, Pep-AMC fluorescence. inhibition, % at 11.5 µM. AID 651958. hit rate 0.55% among 370,000; also: 0% = vehicle wells with enzyme and 100% = no enzyme wells
FBA Mtb inh: Mtb fructose-bisphosphate aldolase inhibition | purified M. tuberculosis FBA, fluorescence read-out | inhibition, % at 1 µM | hit rate 2.3% among 360,000 | AID 588726; in the data active = inhibition above about 27%;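 also: 0% = vehicle and 100% = reference inhibitor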
Target sequence (P9WQA3 whole entry, looked up): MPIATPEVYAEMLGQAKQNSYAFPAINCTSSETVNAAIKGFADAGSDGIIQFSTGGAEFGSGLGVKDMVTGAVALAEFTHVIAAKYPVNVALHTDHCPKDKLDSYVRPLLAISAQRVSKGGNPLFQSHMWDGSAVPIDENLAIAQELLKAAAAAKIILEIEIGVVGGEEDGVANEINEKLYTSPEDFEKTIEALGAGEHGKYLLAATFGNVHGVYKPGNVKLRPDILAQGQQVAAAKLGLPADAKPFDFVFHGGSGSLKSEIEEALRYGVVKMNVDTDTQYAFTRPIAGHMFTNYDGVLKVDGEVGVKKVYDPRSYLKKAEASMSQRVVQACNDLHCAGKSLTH
GDH-TPI counter: counter-screen for M. tuberculosis FBA inhibitors: GDH-TPI coupled enzymes; GDH-TPI coupled enzyme counterscreen, NADH absorbance; inhibition, % at 4.8 µM; hit rate 1.2% among 360,000; AID 588335;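 also: 0% = DMSO wells and 100% = wells lacking the enzyme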
BoNT-F LC inh: BoNT F light chain protease inhibition; Multiplex microsphere protease cleavage assay, flow cytometry; inhibition, % at 10 µM; hit rate 0.22% among 360,000; AID 588497; in the data active = inhibition above about 35%, passing the limit was not always enough; inconclusive = no clear call, values can overlap the other calls; also: plate controls were buffer without enzyme for full effect and enzyme alone for no effect
Mtb BioA inh: BioA (M. tuberculosis) enzyme inhibition | inhibition, % at 9.99 µM | hit rate 0.096% among 360,000 | purified M. tuberculosis BioA enzyme, plate reader | AID 602481; in the data active = inhibition above about 40%; inconclusive = no clear call, values can overlap the other calls
Starred values were filed as active, the others as inactive. Rule as the data show it, unless noted: active = inhibition above about 30%; inactive = the rest.

O=C(CCC(=O)Nc1ccc(F)cc1)N/N=C/c1ccc(O)cc1O was read as PrPC surface inh -5, BoNT A protease -0.3, FadD28 FP inh -1.4, UGM FP inh -2.8, CCHFV vOTU inh -6, FBA Mtb inh 5, GDH-TPI counter 26, BoNT-F LC inh -9 and Mtb BioA inh -1.7.
Screening CS(=O)(=O)N1CCN(C(=O)c2cc(-c3ccccc3)nc3ccccc23)CC1 returned PrPC surface inh -1, BoNT A protease 2.4, FadD28 FP inh -1.7, UGM FP inh -1.2, CCHFV vOTU inh -4, FBA Mtb inh 3, GDH-TPI counter 7, BoNT-F LC inh 12 and Mtb BioA inh 1.7.
`CCOC(=O)c1sc(NC(=S)NC(=O)c2ccccc2)nc1C` gave PrPC surface inh 12, BoNT A protease -0.8, FadD28 FP inh -1.9, UGM FP inh -2.8, CCHFV vOTU inh 9, FBA Mtb inh 3, GDH-TPI counter 1 and BoNT-F LC inh -5.
C[C@@H]1CCCCO[C@@H](CN(C)S(=O)(=O)c2cn(C)cn2)[C@@H](C)CN([C@H](C)CO)C(=O)c2cc(NC(=O)Nc3ccc(C(F)(F)F)cc3)ccc2O1 was read as PrPC surface inh 8, BoNT A protease -0.1, FadD28 FP inh -6.0, CCHFV vOTU inh 4, FBA Mtb inh -5, GDH-TPI counter -6, BoNT-F LC inh -7 and Mtb BioA inh 2.2.
For Cc1ccc(C(=O)OCC(=O)c2c[nH]c3ccccc23)cc1NC(=O)c1ccco1 the results were PrPC surface inh -8, BoNT A protease 0.8, FadD28 FP inh 4.2, UGM FP inh 1.1, CCHFV vOTU inh -12, FBA Mtb inh -1, GDH-TPI counter 4 and BoNT-F LC inh 1.
For CCCCC(=O)Nc1nnc(CCc2ccccc2)s1 the results were PrPC surface inh -1, BoNT A protease -4.2, FadD28 FP inh -1.6, UGM FP inh -1.0, CCHFV vOTU inh -8, FBA Mtb inh 0, GDH-TPI counter -6, BoNT-F LC inh -14 and Mtb BioA inh 0.6.
For O=C(Cn1cnc([N+](=O)[O-])n1)c1ccccc1 the results were PrPC surface inh -20, BoNT A protease -0.5, FadD28 FP inh 0.2, UGM FP inh -5.0, CCHFV vOTU inh 12, FBA Mtb inh 0, GDH-TPI counter 6, BoNT-F LC inh 22 and Mtb BioA inh -2.3.
`O=C1CSC(c2ccccc2F)N1c1ccccc1F` (configuration not stated) gave PrPC surface inh -4, BoNT A protease -0.3, FadD28 FP inh -2.6, UGM FP inh 1.4, CCHFV vOTU inh -13, FBA Mtb inh 1, GDH-TPI counter 0, BoNT-F LC inh -8 and Mtb BioA inh -1.2.
COc1ccc(N=C2O/C(=C/c3sc(=S)n(CC4CCCO4)c3O)N=C2C#N)cc1 (configuration not stated) was read as PrPC surface inh 2, FadD28 FP inh -4.2, UGM FP inh -1.5, CCHFV vOTU inh 4, FBA Mtb inh -5, GDH-TPI counter 5 and Mtb BioA inh 0.3.
For CN(C(=O)COC(=O)Cn1cnc2c1c(=O)n(C)c(=O)n2C)C1(C#N)CCCCC1 the results were PrPC surface inh 2, FadD28 FP inh -1.3, UGM FP inh -1.3, CCHFV vOTU inh 8, FBA Mtb inh 2, GDH-TPI counter 0 and Mtb BioA inh -0.8.
`COc1ccc(CNCCC2(O)CC(C)N(C)CC2C)cc1OC` (configuration not stated) gave PrPC surface inh -2, BoNT A protease -4.1, FadD28 FP inh -2.5, UGM FP inh -0.3, CCHFV vOTU inh -6, FBA Mtb inh 3, GDH-TPI counter 2, BoNT-F LC inh inconclusive and Mtb BioA inh -0.8.
`CCOC(=O)C#CC(CCc1ccccc1)OS(N)(=O)=O` (configuration not stated) gave PrPC surface inh 5, BoNT A protease 0.0, FadD28 FP inh -2.8, UGM FP inh 0.7, CCHFV vOTU inh 4, FBA Mtb inh 1, GDH-TPI counter -5, BoNT-F LC inh -2 and Mtb BioA inh -0.2.
`COc1ccc(CCNC(=O)c2cc3c(=O)n4ccccc4nc3n(CCCN3CCOCC3)c2=N)cc1` gave PrPC surface inh -61, BoNT A protease 3.0, FadD28 FP inh -4.3, UGM FP inh -1.7, CCHFV vOTU inh 10, FBA Mtb inh 14, GDH-TPI counter 13, BoNT-F LC inh -1 and Mtb BioA inh 0.6.
Screening CCOc1ccc(/C(O)=C2/C(=O)C(=O)N(CCN(CC)CC)C2c2cccs2)cc1 (configuration not stated) returned PrPC surface inh -5, BoNT A protease 0.7, FadD28 FP inh -3.1, UGM FP inh 2.5, CCHFV vOTU inh 11, FBA Mtb inh -1, GDH-TPI counter 5, BoNT-F LC inh inconclusive and Mtb BioA inh -0.3.
`COc1ccc(N(CC(O)CN2CCOCC2)S(=O)(=O)c2ccccc2)cc1` (configuration not stated) gave PrPC surface inh -2, BoNT A protease 1.5, FadD28 FP inh 0.6, UGM FP inh -3.3, CCHFV vOTU inh 8, FBA Mtb inh 0, GDH-TPI counter 4, BoNT-F LC inh -1 and Mtb BioA inh -0.5.
`Cc1ccsc1C(=O)OCC(=O)N(Cc1ccccc1)C(C)C` gave PrPC surface inh 5, BoNT A protease -0.3, FadD28 FP inh -2.8, UGM FP inh 1.6, CCHFV vOTU inh -18, FBA Mtb inh -1, GDH-TPI counter 0, BoNT-F LC inh -2 and Mtb BioA inh 0.4.
Screening CC12c3ccccc3C(c3ccccc31)C1C(=O)N(c3ccncc3)C(=O)C12 (configuration not stated) returned PrPC surface inh -1, BoNT A protease 0.4, FadD28 FP inh -1.0, UGM FP inh -3.4, CCHFV vOTU inh -11, FBA Mtb inh -2, GDH-TPI counter 7, BoNT-F LC inh -10 and Mtb BioA inh 1.1.
COc1cc2c3c(c1OC)-c1cc4c(cc1CC3(C#N)N(C(=O)c1ccccc1)CC2)OCO4 (configuration not stated) was read as PrPC surface inh -6, BoNT A protease -0.4, FadD28 FP inh -1.3, CCHFV vOTU inh 12, FBA Mtb inh 4, GDH-TPI counter 11 and BoNT-F LC inh -1.
For O=C(COC(=O)c1ccc(F)cc1F)Nc1cccnc1Cl the results were PrPC surface inh 1, BoNT A protease -0.2, FadD28 FP inh -3.0, UGM FP inh -1.7, CCHFV vOTU inh 0, FBA Mtb inh -2, GDH-TPI counter 6, BoNT-F LC inh 2 and Mtb BioA inh 0.1.
`COCCNC(=O)C1CCCN(Cc2ccccc2-c2ccccc2)CC1` (configuration not stated) gave BoNT A protease 0.1, FadD28 FP inh -3.0, FBA Mtb inh -2, GDH-TPI counter 6, BoNT-F LC inh 0 and Mtb BioA inh -0.3.

Part of the list above in order of count of non-hydrogen atoms, low to high.
`O=C1CSC(c2ccccc2F)N1c1ccccc1F` (configuration not stated) gave PrPC surface inh -4, BoNT A protease -0.3, FadD28 FP inh -2.6, UGM FP inh 1.4, CCHFV vOTU inh -13, FBA Mtb inh 1, GDH-TPI counter 0, BoNT-F LC inh -8 and Mtb BioA inh -1.2.
For O=C(COC(=O)c1ccc(F)cc1F)Nc1cccnc1Cl the results were PrPC surface inh 1, BoNT A protease -0.2, FadD28 FP inh -3.0, UGM FP inh -1.7, CCHFV vOTU inh 0, FBA Mtb inh -2, GDH-TPI counter 6, BoNT-F LC inh 2 and Mtb BioA inh 0.1.
`CCOC(=O)c1sc(NC(=S)NC(=O)c2ccccc2)nc1C` gave PrPC surface inh 12, BoNT A protease -0.8, FadD28 FP inh -1.9, UGM FP inh -2.8, CCHFV vOTU inh 9, FBA Mtb inh 3, GDH-TPI counter 1 and BoNT-F LC inh -5.
Screening CC12c3ccccc3C(c3ccccc31)C1C(=O)N(c3ccncc3)C(=O)C12 (configuration not stated) returned PrPC surface inh -1, BoNT A protease 0.4, FadD28 FP inh -1.0, UGM FP inh -3.4, CCHFV vOTU inh -11, FBA Mtb inh -2, GDH-TPI counter 7, BoNT-F LC inh -10 and Mtb BioA inh 1.1.
Screening CCOc1ccc(/C(O)=C2/C(=O)C(=O)N(CCN(CC)CC)C2c2cccs2)cc1 (configuration not stated) returned PrPC surface inh -5, BoNT A protease 0.7, FadD28 FP inh -3.1, UGM FP inh 2.5, CCHFV vOTU inh 11, FBA Mtb inh -1, GDH-TPI counter 5, BoNT-F LC inh inconclusive and Mtb BioA inh -0.3.

(continued)
`CC(=O)Nc1ncc(Cc2cc(Cl)ccc2Cl)s1` gave PrPC surface inh 3, BoNT A protease -0.6, FadD28 FP inh -0.3, UGM FP inh -1.8, CCHFV vOTU inh -11, FBA Mtb inh 1, GDH-TPI counter 5 and BoNT-F LC inh 1.
`CCSc1nc2sc3c(c2c(=O)n1CC)CC(C)(C)OC3` gave PrPC surface inh 3, BoNT A protease -0.5, FadD28 FP inh 0.0, UGM FP inh 1.2, CCHFV vOTU inh 5, FBA Mtb inh 2, GDH-TPI counter 14, BoNT-F LC inh -5 and Mtb BioA inh 0.6.
`Cc1ccc(CNC(=O)c2cc(-c3ccccc3C)nn2CC2CC(c3cccnc3)=NO2)cc1` (configuration not stated) gave PrPC surface inh 1, BoNT A protease 0.1, FadD28 FP inh -2.1, UGM FP inh -1.0, CCHFV vOTU inh 5, FBA Mtb inh 5, GDH-TPI counter 0, BoNT-F LC inh -4 and Mtb BioA inh 0.2.
Screening CC(=O)c1c(COC(=O)c2ccccc2)nc2ccccc2[n+]1[O-] returned PrPC surface inh -3, BoNT A protease 1.4, FadD28 FP inh -2.5, UGM FP inh -4.3, CCHFV vOTU inh -2, FBA Mtb inh -1, GDH-TPI counter 2, BoNT-F LC inh -14 and Mtb BioA inh 0.0.
For O=C(CNC(=O)OCc1ccccc1)NCC(=O)Oc1ccc([N+](=O)[O-])cc1 the results were PrPC surface inh -13, BoNT A protease -0.3, FadD28 FP inh -3.0, CCHFV vOTU inh -1, FBA Mtb inh -6, GDH-TPI counter 1 and BoNT-F LC inh -5.
For O=C1C2C3c4ccccc4C(c4ccccc43)[C@@H]2c2nc3ccccc3n21 (some centres not stated) the results were PrPC surface inh 8, BoNT A protease 0.0, FadD28 FP inh -2.6, UGM FP inh -1.5, CCHFV vOTU inh 10, FBA Mtb inh -2, GDH-TPI counter -2 and BoNT-F LC inh -1.
Screening Cc1nc(N2CCN(Cc3ccccc3)CC2)c(C#N)c2c1COC(C)(C)C2 returned PrPC surface inh -9, BoNT A protease -0.4, FadD28 FP inh -1.1, UGM FP inh -0.7, CCHFV vOTU inh 14, FBA Mtb inh 1, GDH-TPI counter 8, BoNT-F LC inh -11 and Mtb BioA inh 15.
`COc1ccc(NC(=O)CN(C)S(=O)(=O)c2ccc3c(c2)NC(=O)CS3)cc1` gave PrPC surface inh 9, BoNT A protease 1.5, FadD28 FP inh -1.8, UGM FP inh -0.5, CCHFV vOTU inh 11, FBA Mtb inh 0, GDH-TPI counter 9, BoNT-F LC inh 5 and Mtb BioA inh 3.0.
`CCCS(=O)(=O)N1CCC(C(=O)NCc2ccco2)CC1` gave PrPC surface inh 1, BoNT A protease -0.8, FadD28 FP inh -3.1, UGM FP inh -1.7, CCHFV vOTU inh 9, FBA Mtb inh -1, GDH-TPI counter -7, BoNT-F LC inh -9 and Mtb BioA inh -0.4.
`O=C1Nc2ccc(NS(=O)(=O)c3cccs3)c3cccc1c23` gave PrPC surface inh -20, BoNT A protease 0.5, FadD28 FP inh 0.5, UGM FP inh 3.5, CCHFV vOTU inh 0, FBA Mtb inh 0, GDH-TPI counter -5 and BoNT-F LC inh 2.
For O=S(=O)(Nc1ccc(N=Nc2ccc(O)c3ccccc23)cc1)c1ccccc1 the results were PrPC surface inh -16, BoNT A protease -1.3, FadD28 FP inh -0.9, UGM FP inh -0.2, CCHFV vOTU inh 16, FBA Mtb inh 0, GDH-TPI counter 0 and BoNT-F LC inh -44.
CCCC(=O)NC(=S)Nc1ccc(S(=O)(=O)Nc2ccc(OCC)cc2)cc1 was read as PrPC surface inh 16, BoNT A protease -0.1, FadD28 FP inh -3.4, UGM FP inh 0.9, CCHFV vOTU inh -9, FBA Mtb inh 5, GDH-TPI counter 5, BoNT-F LC inh -6 and Mtb BioA inh 1.8.
